# HKDC1 inhibitor: inhibitors of human hexokinase HKDC1. 340,000 compounds, 0.16% hits. recombinant HKDC1, G6PDH/diaphorase resazurin coupled fluorescence. inhibition, % at 20 µM. Q2TB90;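 active means inhibition above about 35% when tested at 20 µM, limit read from the data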;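 further: plate controls were DMSO wells with enzyme for no effect and DMSO wells lacking enzyme for full effect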
#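 Assay system: in-house recombinant HK5 (HKDC1) enzyme. Input: HKDC1 at 5 µg/mL. Medium: Tris pH 8.0 buffer with MgCl2, Tween-20, BSA, BME. Dosing: single 20 µM dose. Schedule: 90 min reaction incubation at room temperature, dark. Signal: resazurin-to-resorufin fluorescence via G6PDH and diaphorase coupling, 525/613 nm. Controls: DMSO-enzyme wells negative, buffer-substituted wells positive.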
# hIAP activ: human IAP activation; P09923; purified human IAP, CDP-Star luminescence, 30 min; hits give high values; 1 = vehicle-only enzyme, 0 = enzyme-free background; activation factor at 10 µM; 330,000 compounds, 0.16% hits; AID 2524;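 active means activation factor of the enzyme at least 2-fold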; further: the source names both 10 and 20 µM as test concentration; values of inactives mirror those of a sister screen read the other way
# Target sequence (P09923 whole entry, looked up): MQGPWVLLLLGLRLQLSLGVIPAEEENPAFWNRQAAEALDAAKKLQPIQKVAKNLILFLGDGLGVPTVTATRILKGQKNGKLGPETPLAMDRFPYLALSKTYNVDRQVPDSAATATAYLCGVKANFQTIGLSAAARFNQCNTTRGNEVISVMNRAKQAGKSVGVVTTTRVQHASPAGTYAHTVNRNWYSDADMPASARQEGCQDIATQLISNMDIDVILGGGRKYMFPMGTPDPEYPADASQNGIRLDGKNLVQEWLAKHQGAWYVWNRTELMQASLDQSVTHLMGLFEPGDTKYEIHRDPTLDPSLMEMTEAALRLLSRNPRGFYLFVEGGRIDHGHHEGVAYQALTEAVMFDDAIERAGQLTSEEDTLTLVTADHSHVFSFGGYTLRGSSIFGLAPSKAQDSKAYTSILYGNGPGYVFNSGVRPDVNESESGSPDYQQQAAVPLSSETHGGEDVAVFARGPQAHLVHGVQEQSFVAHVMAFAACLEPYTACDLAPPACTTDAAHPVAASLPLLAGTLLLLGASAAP
# PfG6PD inh: PfG6PD (Plasmodium falciparum) enzyme inhibition. PfGluPho enzyme, NADPH resazurin-diaphorase fluorescence. inhibition, % at 20 µM. 350,000 compounds, 0.78% hits. AID 504690;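 active means inhibition reaching at least a set limit at 20 µM in the primary screen, cut at about 59% in these data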;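 further: 0% = DMSO wells with substrate and 100% = DMSO wells lacking glucose-6-phosphate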
# hIAP inh: blocks human intestinal alkaline phosphatase; P09923; purified IAP, CDP-Star luminescence, 30 min; inhibition, % at 10 µM; 330,000 compounds, 0.12% hits;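 active means inhibition reaching a set limit with compound at 10 µM in the primary screen, cut at about 35% in these data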;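 further: plate controls were DMSO wells with enzyme for no effect and no-enzyme buffer wells for full effect; values of inactives mirror those of a sister screen read the other way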
# mIAP activ: increases mouse intestinal alkaline phosphatase activity | muIAP, CDP-Star luminescence, 30 min; hits give high values; 1 = vehicle-only enzyme signal, 0 = enzyme-free wells | 330,000 compounds, 0.24% hits | activation factor at 10 µM | AID 2805;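 active means activation factor of at least 2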; further: the source names both 10 and 20 µM as test concentration; values of inactives mirror those of a sister screen read the other way
#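 Assay system: mouse IAP enzyme; reagent: chemiluminescent substrate CDP-Star; dosing: test compounds delivered from DMSO solution; schedule: 30 min at room temperature; measured by: luminescence from enzymatic CDP-Star hydrolysis; controls: DMSO-only wells and no-enzyme negative control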
# mIAP inh: mouse IAP inhibition | inhibition, % at 10 µM | purified mouse IAP, CDP-Star luminescence, 30 min | 330,000 compounds, 0.2% hits;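 active means inhibition of at least 40% at 10 µM in the primary screen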;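 further: plate controls were DMSO with enzyme for no effect and no enzyme wells for full effect; values of inactives mirror those of a sister screen read the other way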
# ATG4B inh: ATG4B (human) cysteine protease inhibition | Q9Y4P1 | ATG4B cleavage of LC3-PLA2, NBD-HPC fluorescence, 1 h | inhibition, % at 8.33 µM | 340,000 compounds, 0.51% hits | AID 504462; in the data active means inhibition above about 40%
# Target sequence (Q9Y4P1 whole entry, looked up): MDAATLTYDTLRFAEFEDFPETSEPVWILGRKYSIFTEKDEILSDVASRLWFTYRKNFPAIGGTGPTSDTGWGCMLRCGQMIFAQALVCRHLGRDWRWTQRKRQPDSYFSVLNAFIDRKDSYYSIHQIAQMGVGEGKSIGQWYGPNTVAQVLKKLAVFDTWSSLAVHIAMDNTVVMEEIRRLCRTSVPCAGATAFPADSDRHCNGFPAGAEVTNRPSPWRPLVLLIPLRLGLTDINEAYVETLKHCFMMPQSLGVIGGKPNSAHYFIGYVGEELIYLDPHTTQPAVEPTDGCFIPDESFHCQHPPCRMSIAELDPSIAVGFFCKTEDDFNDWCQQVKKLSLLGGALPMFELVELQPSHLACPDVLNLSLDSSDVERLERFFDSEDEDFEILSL
# APOBEC3A inh: inhibitors of human APOBEC3A DNA deaminase; P31941; recombinant A3A, FAM/TAMRA ssDNA deamination fluorescence; inhibition, % at 20 µM; 330,000 compounds, 0.41% hits; AID 493011;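 active means at least 40% inhibition at 20 µM here, with at most 30% in a related deaminase screen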;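 further: plate controls were A3A with DMSO for no effect and wells lacking A3A enzyme for full effect; some results filed as inactive read as strong as hits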
# Target sequence (P31941 whole entry, looked up): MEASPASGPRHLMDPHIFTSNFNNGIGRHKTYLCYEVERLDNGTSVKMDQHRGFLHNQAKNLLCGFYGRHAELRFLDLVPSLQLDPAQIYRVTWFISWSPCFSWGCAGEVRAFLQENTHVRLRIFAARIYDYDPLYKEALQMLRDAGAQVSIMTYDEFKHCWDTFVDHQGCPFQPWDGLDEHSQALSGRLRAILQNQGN
# An asterisk follows results filed as active; x = no result given.
1: Cc1cccc(C)c1NC1=NC(=S)N(c2ccccc2)C12CCOC(C)(C)C2 (configuration not stated)
2: COc1ccc(S(=O)(=O)N(C)CC(=O)NCc2ccco2)cc1Cl
3: CSc1ccc(Cl)c(C(=O)Nc2ccc(N3CCOCC3)cc2)c1
4: O=C1CSC(c2ccccc2)N1c1nc(-c2ccc(Cl)cc2Cl)cs1 (configuration not stated)
5: COc1ccc(NS(=O)(=O)c2cc(NC(=O)c3ccco3)ccc2N2CCCCC2)cc1
6: COc1cc(/C=C2\C(=N)N3N=CSC3=NC2=O)cc(Br)c1OC(=O)c1ccco1

screen / no.	1	2	3	4	5	6
HKDC1 inhibitor	1	4	-11	1	2	24
hIAP activ	1	0.75	1.1	1	1.1	0.97
PfG6PD inh	-15	9	-4	-9	7	-19
hIAP inh	-1	25	-10	-4	-14	3
mIAP activ	0.97	0.92	1	1	0.91	1
mIAP inh	3	8	-5	-2	9	-2
ATG4B inh	-4	-11	-1	7	3	1
APOBEC3A inh	-2	2	0	-8	3	0

7: O=C(CSC1=NCCS1)Nc1ccnc2ccccc12
8: O=C(c1cccn2c(=O)c3cc4ccccc4cc3nc12)N1CCN(c2ccccc2)CC1
9: CCCNS(=O)(=O)c1ccc(CCC(=O)N2CCC(C)CC2)cc1
10: Cc1ccc(Cn2c(C)c3cnn(CC(=O)NCc4ccccn4)c(=O)c3c2C)cc1
11: COc1ccc(-n2cc(CNCCCN3CCCC3=O)c(-c3ccccc3Cl)n2)cc1
12: O=C(NC(=O)N1CCN(c2ccc([N+](=O)[O-])cn2)CC1)c1c(Cl)cccc1Cl

screen / no.	7	8	9	10	11	12
HKDC1 inhibitor	-5	x	5	-3	-7	-4
hIAP activ	1	0.87	0.98	1	0.96	1
PfG6PD inh	-11	x	1	-9	11	-5
hIAP inh	-3	13	2	-3	4	-4
mIAP activ	1.1	0.81	0.89	0.92	0.97	0.95
mIAP inh	-9	19	11	8	3	5
ATG4B inh	-19	x	-12	-13	0	6
APOBEC3A inh	4	2	-1	-1	2	1

13: COC(=O)Cn1c(=NC(=O)c2cccc(OC)c2)sc2cc(OC)ccc21
14: CCN(CC)CCN1C(=O)c2oc3ccccc3c(=O)c2C1c1ccccc1 (configuration not stated)
15: CCC(C)(C)NC(=O)C(c1ccc(F)cc1)N(Cc1cccs1)C(=O)c1cnccn1 (configuration not stated)
16: COc1cc(CC(NC(C)=O)C(=O)NC2CCN(c3c4c(nc5ncnn35)CCC4)CC2)cc(OC)c1 (configuration not stated)
17: CCn1c(=O)c(=O)[nH]c2cc(C(=O)NCc3ccc(F)cc3)ccc21
18: CCOC(=O)/C(=C/c1c2ccccc2cc2ccccc12)NC(=O)c1ccccc1

screen / no.	13	14	15	16	17	18
HKDC1 inhibitor	-18	-11	-9	x	-2	-3
hIAP activ	0.98	0.99	1.1	1.3	1	0.91
PfG6PD inh	25	-7	-13	x	18	8
hIAP inh	2	1	-7	-32	0	9
mIAP activ	0.96	1.1	0.97	0.95	0.91	0.83
mIAP inh	4	-9	3	5	9	17
ATG4B inh	-16	-5	-6	x	-4	-11
APOBEC3A inh	0	-3	0	-3	-1	-5

19: CSc1ccc(CCNC(=O)C2CCCN(S(=O)(=O)N3CCOCC3)C2)cc1 (configuration not stated)
20: COc1cc(C(CC(=O)N2CCN(c3ccccc3)CC2)c2c(OC)cc(OC)c3ccc(=O)oc23)cc(OC)c1OC (configuration not stated)
21: COCCCN1C(=O)c2ccc(C(=O)Nc3ccc(C)cc3C)cc2C1=O
22: CCNC(=S)NNC(=O)c1cc(C)on1
23: O=C(c1ccc(F)c(S(=O)(=O)N2CCOCC2)c1)N1CCN(c2ccc(F)cc2)CC1
24: CCC(C)NC(=O)Cn1cnc2sc(C)cc2c1=O (configuration not stated)

screen / no.	19	20	21	22	23	24
HKDC1 inhibitor	-1	-4	3	-2	-3	1
hIAP activ	1.2	0.86	0.97	0.84	1.3	0.91
PfG6PD inh	8	-4	-22	-5	6	-2
hIAP inh	-18	14	3	16	-28	9
mIAP activ	1.1	0.95	0.94	0.98	1.1	0.93
mIAP inh	-9	5	6	2	-8	7
ATG4B inh	-3	-11	-2	9	-7	-4
APOBEC3A inh	-9	-2	-2	1	-6	-4

25: COc1ccc(Nc2ncnc3ccc(C)cc23)cc1
26: Cc1ccc(CSc2nc3ccsc3c(=O)n2Cc2ccccn2)cc1
27: O=C(CCn1cnc2ccccc21)N/N=C/c1ccccc1O
28: CC(=NCCN1CCN(C(=S)Nc2ccccc2)CC1)C1=C(O)CC(C)(C)CC1=O
29: CCOC(=O)c1cnn(-c2nc(OCC)cc(OCC)n2)c1C
30: O=C(CN1CCN(Cc2ccccc2)CC1)Nc1ccc(Cl)cn1

screen / no.	25	26	27	28	29	30
HKDC1 inhibitor	-3	2	-17	-3	-3	-4
hIAP activ	0.98	0.91	0.8	0.99	1.3	0.96
PfG6PD inh	5	-2	-13	-3	-14	-2
hIAP inh	2	9	20	1	-26	4
mIAP activ	1.1	1	0.94	0.96	1	0.91
mIAP inh	-5	-4	6	4	-3	9
ATG4B inh	3	3	-7	-8	2	5
APOBEC3A inh	-2	-3	-1	1	-1	1

31: Cc1ccc2nc(SCC(=O)Nc3cccc(S(N)(=O)=O)c3)[nH]c2c1
32: CCC(C(=O)Nc1nnc(-c2ccco2)s1)c1ccccc1 (configuration not stated)
33: NC1=NC(=O)CC(C(=O)NCCc2ccccc2)S1 (configuration not stated)
34: Cc1ccc(NC(=O)C2(c3ccc([N+](=O)[O-])cc3)CCCC2)cc1
35: Cc1cc(C)nc(NC(=O)c2ccccc2O)n1
36: C/C(N)=C(/C#N)C(=O)COC(=O)c1cc(S(=O)(=O)N2CCCCC2)ccc1C

screen / no.	31	32	33	34	35	36
HKDC1 inhibitor	-5	0	0	2	-1	4
hIAP activ	1.1	1.1	1.1	1.2	1	1.1
PfG6PD inh	26	9	-5	4	5	-7
hIAP inh	-7	-11	-6	-15	-2	-11
mIAP activ	0.91	0.86	1	0.99	0.92	0.96
mIAP inh	9	14	-1	0	8	4
ATG4B inh	-17	-2	3	0	4	-4
APOBEC3A inh	0	3	0	-1	-4	3

37: CC1CCN(c2cc(N3CCOCC3)c(F)cc2[N+](=O)[O-])CC1
38: Cc1ccc(C)c(OCCN2C(=O)NC3(CCc4ccccc4C3)C2=O)c1 (configuration not stated)
39: CCC1Oc2ccc(C)cc2N(CC(=O)N(Cc2ccc(C)o2)C2CCCC2)C1=O (configuration not stated)
40: CCCCCCCN1C(Nc2ccccc2)=NC[C@@H]1CC(C)C
41: Nc1c(N(CCC2=CCCCC2)C(=O)COc2ccc(F)cc2)c(=O)[nH]c(=O)n1Cc1ccccc1
42: Cc1cccc(NC(=O)Nc2ccc(S(N)(=O)=O)cc2)c1

screen / no.	37	38	39	40	41	42
HKDC1 inhibitor	2	18	4	-6	-5	0
hIAP activ	0.73	0.91	1.1	1.2	0.94	1
PfG6PD inh	-8	-19	13	-11	-19	15
hIAP inh	27	9	-6	-17	6	0
mIAP activ	0.86	1	1.1	1.2	0.9	1.5
mIAP inh	14	-2	-5	-18	10	-52
ATG4B inh	-2	23	5	10	-2	-11
APOBEC3A inh	-1	-4	0	5	0	-3

43: Cc1ccc(NC(=O)c2ccc(S(=O)(=O)NCc3cccnc3)cc2)c(C)c1
44: CCOC(=O)N1CCC(NS(=O)(=O)c2ccccc2)CC1
45: Cc1nc(Nc2ccc(S(N)(=O)=O)cc2)sc1-c1ccccc1
46: Cc1ccccc1NC(=O)Cn1nnc(C(=O)NCc2ccco2)c1N
47: Cc1ccc(C(=O)OCC(=O)c2ccc(Cl)s2)s1
48: COc1ccc(C(=O)N/C(=C\c2ccc(SC)cc2)C(=O)NCCCn2ccnc2)cc1OC

screen / no.	43	44	45	46	47	48
HKDC1 inhibitor	-5	-9	3	-11	-4	-8
hIAP activ	1.2	0.88	1	1.1	1.1	1.1
PfG6PD inh	-23	-10	9	-3	12	1
hIAP inh	-16	12	-5	-8	-11	-12
mIAP activ	1.1	0.98	0.94	0.92	0.98	0.92
mIAP inh	-6	2	6	8	2	8
ATG4B inh	2	-4	-34	-8	13	-8
APOBEC3A inh	-5	-1	0	-2	-3	-5

49: O=C(O)c1ccccc1N/C=C\[N+](=O)[O-]
50: CCOc1ccc(CCNC(=O)COC(=O)c2cccnc2Cl)cc1OCC
51: COc1ccc(OC)c(S(=O)(=O)N2CCN(C(=O)CCc3ccccc3)CC2)c1
52: CN(C)c1ccc(C(CNC(=O)c2ccc(-c3ccccc3)cc2)N2CCOCC2)cc1 (configuration not stated)
53: Cc1ccc(S(=O)(=O)N2CCN(C(=O)c3n[nH]c4ccccc34)CC2)cc1
54: COc1ccccc1NS(=O)(=O)c1ccc2oc(SC3CCOC3=O)nc2c1 (configuration not stated)

screen / no.	49	50	51	52	53	54
HKDC1 inhibitor	1	-3	-3	x	-1	0
hIAP activ	0.93	0.91	1.4	1.1	1.1	1
PfG6PD inh	-6	5	-4	x	0	-19
hIAP inh	7	9	-40	-10	-14	-2
mIAP activ	0.87	1	1	0.99	0.99	0.93
mIAP inh	13	-1	-4	1	1	7
ATG4B inh	-4	8	4	x	-13	1
APOBEC3A inh	8	2	0	-1	3	-1

55: Cc1cc(C)c(NC(=O)C2CCCN2CCO)c(C)c1 (configuration not stated)
56: CCCCOc1ccc(-c2ncc(Cl)cn2)cc1
57: Fc1ccc(COc2ccccc2C(=S)N2CCCC2)cc1
58: COc1ccccc1C(=O)NNC(=O)c1ccc(Br)cc1
59: CCOC(=O)/C(C#N)=C/c1cc2ccc(C)cc2nc1Cl
60: CC(C)c1ccc(-c2nnn(CC(=O)N3CCCCC3)n2)cc1

screen / no.	55	56	57	58	59	60
HKDC1 inhibitor	-3	6	-10	-6	9	-3
hIAP activ	0.8	0.89	1	1	1	1.2
PfG6PD inh	-18	-11	70*	19	-2	3
hIAP inh	20	11	-3	-3	-4	-16
mIAP activ	0.97	0.91	0.79	1.1	0.94	0.98
mIAP inh	3	9	21	-6	6	2
ATG4B inh	-2	15	-8	-6	7	6
APOBEC3A inh	1	7	3	-5	-3	-7

# Quoted at random: 4 entries already listed.
14: CCN(CC)CCN1C(=O)c2oc3ccccc3c(=O)c2C1c1ccccc1 (configuration not stated)
37: CC1CCN(c2cc(N3CCOCC3)c(F)cc2[N+](=O)[O-])CC1
30: O=C(CN1CCN(Cc2ccccc2)CC1)Nc1ccc(Cl)cn1
24: CCC(C)NC(=O)Cn1cnc2sc(C)cc2c1=O (configuration not stated)

screen / no.	14	37	30	24
HKDC1 inhibitor	-11	2	-4	1
hIAP activ	0.99	0.73	0.96	0.91
PfG6PD inh	-7	-8	-2	-2
hIAP inh	1	27	4	9
mIAP activ	1.1	0.86	0.91	0.93
mIAP inh	-9	14	9	7
ATG4B inh	-5	-2	5	-4
APOBEC3A inh	-3	-1	1	-4

# (list continues)
61: O=C(NC1CCCCC1)NC1CCN(S(=O)(=O)Cc2ccccc2)CC1
62: CCCNC(=O)N1CCCC(C(=O)c2cccc(Cl)c2)C1 (configuration not stated)
63: CC(C)(C)NC(=O)C(c1cccnc1)N(C(=O)c1csnn1)c1ccccc1 (configuration not stated)
64: Cc1cc2n(n1)SC(Nc1ccccc1)N2 (configuration not stated)
65: O=C(Nc1ccc(S(=O)(=O)NCc2ccccc2)cc1)Nc1ccc2c(c1)OCO2

screen / no.	61	62	63	64	65
HKDC1 inhibitor	-2	-8	-15	-7	-5
hIAP activ	1.1	1	0.84	1.2	1.1
PfG6PD inh	12	-16	14	-6	8
hIAP inh	-12	-1	16	-21	-5
mIAP activ	1	1.1	1	0.9	1.8
mIAP inh	-4	-13	-4	10	-75
ATG4B inh	-4	3	-11	0	5
APOBEC3A inh	0	-4	0	-1	5

# Source: PubChem BioAssay (Sanford-Burnham Center for Chemical Genomics)
